SUMO1-SIM PPI – alters human SUMO1 binding to SIM partners. P63165. SUMO1 binding to a labelled peptide, TR-FRET, 1 h. inhibition, % at 20 µM. 360,000 compounds, 0.33% hits; in the data active = inhibition above about 37%
Target sequence (P63165 whole entry, looked up): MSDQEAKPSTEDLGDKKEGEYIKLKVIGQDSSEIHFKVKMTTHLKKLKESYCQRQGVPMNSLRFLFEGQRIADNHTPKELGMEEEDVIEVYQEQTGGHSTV
CendR NRP1 mod – NRP-1/CendR interaction modulation; O14786; inhibition, % at 25 µM; FAM-RPARPAR peptide binding to NRP-1, fluorescence polarization; 360,000 compounds, 0.85% hits;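 active = inhibition or corrected inhibition above about 18%, plus a signal ratio from 0.5 to 1.5, limit read from the data, passing the limit was not always enough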; also: strong numbers were not always called active
Scp1 inh – inhibitors of human Scp-1 phosphatase; Q9GZU7; Recombinant Scp1, phosphopeptide, malachite green phosphate absorbance; inhibition, % at 20 µM; 340,000 compounds, 0.88% hits;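 active = inhibition above about 50% at 20 µM, limit read from the data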;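 also: plate controls were DMSO wells with enzyme for no effect and wells lacking enzyme for full effect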
Target sequence (Q9GZU7 76-261 limits assumed): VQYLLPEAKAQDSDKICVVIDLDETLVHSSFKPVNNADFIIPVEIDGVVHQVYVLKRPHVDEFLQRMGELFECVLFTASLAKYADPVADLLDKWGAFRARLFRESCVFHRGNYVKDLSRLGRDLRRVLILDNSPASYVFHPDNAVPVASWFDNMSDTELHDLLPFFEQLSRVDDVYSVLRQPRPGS
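Incubation: 45 min enzyme reaction at room temperature / System: truncated SCP-1 phosphatase (76-261aa) / Reagent: Phospho 17-mer peptide substrate / Buffer or medium: Acidic Tris acetate buffer with magnesium and detergent / Signal: absorbance at 630 nm / Doses: one concentration, 20 µM, with 1.0% DMSO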
STEP inh – blocks human striatal-enriched tyrosine phosphatase; P54829; recombinant STEP, OMFP fluorogenic substrate, fluorescence; inhibition, % at 20 µM; 360,000 compounds, 0.25% hits; AID 588621;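 active = inhibition at 20 µM, scaled per plate between control wells, above about 37%, limit read from the data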;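 also: 0% = DMSO with enzyme and substrate and 100% = substrate only without enzyme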
Target sequence (P54829 whole entry, looked up): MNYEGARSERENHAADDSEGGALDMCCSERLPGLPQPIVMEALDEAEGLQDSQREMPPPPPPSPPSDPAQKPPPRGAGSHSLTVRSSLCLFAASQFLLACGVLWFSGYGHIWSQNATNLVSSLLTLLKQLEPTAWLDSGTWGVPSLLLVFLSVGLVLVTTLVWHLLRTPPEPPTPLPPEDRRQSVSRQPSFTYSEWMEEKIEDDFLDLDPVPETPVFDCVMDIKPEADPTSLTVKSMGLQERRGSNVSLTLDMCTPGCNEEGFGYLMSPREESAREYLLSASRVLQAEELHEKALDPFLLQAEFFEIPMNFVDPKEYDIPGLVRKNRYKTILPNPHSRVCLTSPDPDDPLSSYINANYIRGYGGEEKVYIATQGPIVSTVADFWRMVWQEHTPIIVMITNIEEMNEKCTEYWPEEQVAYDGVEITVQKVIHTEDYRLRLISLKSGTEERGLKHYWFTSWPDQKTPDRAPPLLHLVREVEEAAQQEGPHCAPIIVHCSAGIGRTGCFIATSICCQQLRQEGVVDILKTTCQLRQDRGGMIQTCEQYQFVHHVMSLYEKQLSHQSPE
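System: STEP (striatal-enriched tyrosine phosphatase) enzyme, cell-free; medium: Bis-Tris pH 6.0 buffer with DTT, detergent; dosing: 20 µM, 1% DMSO; times: reaction 20 min, ambient temperature; detection: fluorescence, 480/540 nm; read-out basis: normalized % inhibition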
MT1-MMP act inh – blocks activation of human MT1-MMP; P50281; HT1080 RFP-PRO-GFP cells, GFP/RFP ratio fluorescence, overnight; percent of plate control window, DMSO zero; AID 651647; 360,000 compounds, 0.061% hits; GFP/RFP ratio change, % at 20 µM;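 active = GFP/RFP ratio change of at least 30% with cell ATP level not reduced by more than half and red fluorescence within 50% of control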; also: strong numbers were not always called active
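Read-out: GFP/RFP fluorescence ratio; Test system: RFP-PRO-GFP reporter HT1080 cells; Compound dosing: single-point 20 µM compound, 1% DMSO; Times: overnight compound exposure at 37 °C.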
SKN-1 block – blocks SKN-1 activity in C. elegans. C. elegans VP596 Pgst-4::GFP/RFP ratio, acrylamide-induced, 24 h. inhibition, % at 21.8 µM. 360,000 compounds, 0.49% hits;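 active = interference check ratio from 0.5 to 1.5 plus GFP to RFP signal ratio inhibition reaching or exceeding a fixed threshold, cut at about 30% in these data, passing the limit was not always enough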; also: some compounds called inactive have numbers as strong as hits
NadD block – inhibitors of Staphylococcus aureus NadD; purified NadD enzyme, colorimetric absorbance read-out; inhibition, % at 20 µM; 360,000 compounds, 0.78% hits; in the data active = inhibition above about 26%; also: some compounds past the cut are filed as inactive
Rpn11 inh – inhibitors of human proteasome Rpn11. human 26S proteasome, Ub4-pepOG fluorescence polarization; 20S core pre-blocked with epoxomicin. 360,000 compounds, 0.59% hits. calls only at 20 µM;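 active = inhibition at 20 µM, scaled to each plate's controls, above about 33%, limit read from the data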
DNMT1 inh – inhibitors of human DNMT1. P26358. DNMT1 molecular beacon, Hinp1I cleavage, fluorescence. 360,000 compounds, 0.83% hits. inhibition (reported as % activation of signal), % at 10 µM. AID 588458; in the data active = inhibition above about 50%
LMPTP block – blocks human LMPTP phosphatase | P24666 | recombinant LMPTP-A, OMFP fluorogenic substrate, fluorescence intensity | inhibition, % at 20 µM | 360,000 compounds, 0.22% hits;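 active = compounds that cut the enzyme signal by at least half of the control window in the single-dose screen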;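 also: plate controls were DMSO wells with enzyme plus substrate for no effect and substrate without enzyme for full effect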
Target sequence (P24666 whole entry, looked up): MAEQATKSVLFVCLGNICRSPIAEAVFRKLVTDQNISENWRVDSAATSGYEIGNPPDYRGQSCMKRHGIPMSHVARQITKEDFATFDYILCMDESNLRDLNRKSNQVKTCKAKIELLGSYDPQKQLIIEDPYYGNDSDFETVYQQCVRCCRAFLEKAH
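Assay system: LMPTP-A phosphatase enzyme | Input: 0.625 nM enzyme | Also added: Fluorogenic phosphatase substrate OMFP at 400 µM final | Compound dosing: One test concentration per compound, 20 µM, with 3% DMSO overall | Schedule: 50 min enzyme reaction at room temperature, protected from light | Signal: Fluorescence intensity | Benchmarks: no-enzyme and uninhibited controls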
Numbers without * were called inactive; i = inactive; / = no result given.

Structure | MT1-MMP act inh | DNMT1 inh | Scp1 inh | LMPTP block | SKN-1 block | Rpn11 inh | STEP inh | CendR NRP1 mod | NadD block | SUMO1-SIM PPI
O=C(O)CCCC(=O)Nc1ccc2c(c1)oc1ccccc12 | -1.6 | -2.4 | -8.3 | -0.4 | 9.7 | i | -0.6 | 5.5 | -4.4 | 7.8
COc1ccc(C(=O)O)cc1S(=O)(=O)NCCc1ccccn1 | 5.1 | -3.8 | -9.0 | -0.2 | -5.9 | i | -2.1 | 1.1 | -3.0 | 24.8
Cc1ccc(NC(=O)CSc2nc(=O)n(CCN(C)C)c3c2CCCC3)cc1Cl | -5.9 | 1.1 | -0.1 | 2.6 | 7.4 | i | 3.8 | -1.0 | -5.0 | 8.7
c1ccc(CN2CCN(c3nc4ccccc4n4cnnc34)CC2)cc1 | 7.2 | 0.4 | 1.2 | 1.3 | -2.1 | i | -0.6 | -5.9 | -4.1 | -1.8
ON=C1C2CC=C(c3ccccc3)C1CCC2 (stereo not given) | -1.6 | 8.5 | 9.6 | 0.0 | -1.0 | i | -2.7 | -2.7 | 2.6 | 0.1
CCOC(=O)C1CCN(S(=O)(=O)c2cc3c4c(c2)C(C)C(=O)N4CCC3)CC1 (stereo not given) | -0.6 | 0.3 | -2.5 | -1.0 | 20.9 | i | -1.7 | 13.0 | 1.5 | -8.2
CCOC(=O)c1cc(C#N)c(N2CCN(C)CC2)nc1-c1ccccc1 | -10.0 | -0.3 | -2.7 | 0.5 | 11.8 | i | 1.7 | 6.0 | -0.5 | -4.0
C=CCNc1nc(Nc2ccc(Cl)cc2)nc(OC)n1 | -1.2 | -4.0 | 8.4 | -1.2 | 13.7 | i | -1.1 | 12.0 | -8.0 | -4.6
COc1ccc(CSc2nc(C)cc(C)c2C#N)cc1 | 2.4 | 2.1 | -7.2 | 2.3 | -10.2 | i | 1.0 | 13.6 | -7.3 | 1.0
CCN(Cc1ccccc1)C(=O)c1cccs1 | 1.0 | 6.9 | / | -1.3 | -2.6 | i | 1.0 | -2.7 | -0.8 | 1.3
CC(Oc1ccc2ccccc2c1)C(=O)NNC(=S)NC(=O)c1ccco1 (stereo not given) | 6.8 | -12.5 | -10.8 | 2.5 | -3.7 | i | 8.9 | -3.2 | 11.1 | 0.4
CCc1nc2ccc(C(=O)NCCc3ccc(OC)cc3)cc2nc1CC | 4.2 | 1.3 | -6.2 | -0.3 | 19.0 | i | -0.2 | 7.6 | -4.8 | -7.9
Cc1ccccc1N1CCN(C(=O)[C@@H]2CCCN2C2=NS(=O)(=O)c3ccccc32)CC1 | 0.1 | -5.8 | -3.4 | -1.8 | 0.8 | i | -0.6 | -7.4 | -0.7 | -4.1
C=CCN1CN(S(=O)(=O)c2cccc(Cl)c2)c2nc3ccccc3nc21 | -2.6 | -3.2 | -2.3 | 0.7 | -2.4 | i | -3.2 | -6.6 | 5.3 | -11.8
O=C(C1CC1)N1CCc2cc(Br)cc(S(=O)(=O)NCC3COc4ccccc4O3)c21 (stereo not given) | -0.8 | -7.7 | 2.5 | -1.2 | -2.3 | i | 1.2 | 9.5 | -1.0 | 1.7
COc1ccc(C)cc1NC(=O)C12CCC(C)(C(=O)O1)C2(C)C (stereo not given) | -1.6 | -2.5 | -9.2 | 0.2 | -6.3 | i | 0.7 | 0.7 | -1.6 | -0.9
C(=C1c2ccccc2-c2ccccc21)c1ccncc1 | 0.8 | 6.2 | 8.0 | 0.8 | 40.1* | i | 0.3 | 11.8 | 2.5 | -10.8
C=CC[C@@H](CC(=O)N[C@H](CO)Cc1ccccc1)C(=O)N[C@@H](COC(=O)[C@@H](CC=C)Cc1ccc(F)cc1)Cc1ccccc1 | -1.2 | 27.9 | -86.8 | -0.1 | -3.6 | i | 4.4 | -9.8 | -2.2 | 0.9
COc1ccc(NC(=O)c2cc([N+](=O)[O-])ccc2N2CCCCC2)cc1OC | 4.4 | -1.3 | -12.4 | 1.9 | 7.6 | i | -0.7 | -4.9 | 1.0 | -31.5
COc1ccc(CCN2CC(C(=O)NCc3ccon3)CCC2=O)cc1 (stereo not given) | 0.5 | 2.6 | / | -3.3 | 10.1 | i | 0.2 | -2.8 | -7.3 | 1.9

Arranged by count of non-hydrogen atoms (rising): some entries from above
Structure | MT1-MMP act inh | DNMT1 inh | Scp1 inh | LMPTP block | SKN-1 block | Rpn11 inh | STEP inh | CendR NRP1 mod | NadD block | SUMO1-SIM PPI
O=C(C1CC1)N1CCc2cc(Br)cc(S(=O)(=O)NCC3COc4ccccc4O3)c21 (stereo not given) | -0.8 | -7.7 | 2.5 | -1.2 | -2.3 | i | 1.2 | 9.5 | -1.0 | 1.7
Cc1ccccc1N1CCN(C(=O)[C@@H]2CCCN2C2=NS(=O)(=O)c3ccccc32)CC1 | 0.1 | -5.8 | -3.4 | -1.8 | 0.8 | i | -0.6 | -7.4 | -0.7 | -4.1
C=CC[C@@H](CC(=O)N[C@H](CO)Cc1ccccc1)C(=O)N[C@@H](COC(=O)[C@@H](CC=C)Cc1ccc(F)cc1)Cc1ccccc1 | -1.2 | 27.9 | -86.8 | -0.1 | -3.6 | i | 4.4 | -9.8 | -2.2 | 0.9

The list goes on.
Structure | MT1-MMP act inh | DNMT1 inh | Scp1 inh | LMPTP block | SKN-1 block | Rpn11 inh | STEP inh | CendR NRP1 mod | NadD block | SUMO1-SIM PPI
COCCN(CCOC)C(=O)c1ccc(SCc2ccc(C)cc2)c([N+](=O)[O-])c1 | -4.4 | -8.2 | -4.9 | -0.4 | 0.4 | i | 0.7 | -17.4 | -3.8 | -16.5
CN(C)/C=N/c1cc(=O)n(C)c(=O)n1Cc1ccccc1 | 4.3 | 4.8 | -8.2 | -1.3 | 10.5 | i | -0.1 | -10.0 | -2.2 | 2.4
COc1ccccc1CN(C)S(=O)(=O)c1cccs1 | 0.5 | -1.6 | -12.4 | 0.9 | 5.9 | i | -1.8 | 4.1 | -2.7 | 5.8
COc1ccc(C(CC(=O)O)NS(=O)(=O)c2ccc(C)cc2)cc1 (stereo not given) | 2.6 | -2.3 | 2.9 | -0.6 | -21.5 | i | -3.1 | 8.4 | -4.8 | 1.3
Cc1ccc(-c2nnc3sc(CCc4ccccc4)nn23)cc1 | 0.6 | -3.7 | -5.5 | 1.5 | 7.1 | i | 6.2 | 2.7 | 5.9 | 1.5
O=C(Nc1ccccn1)C1CCN(S(=O)(=O)c2ccc3c(c2)OCCCO3)CC1 | 1.7 | 0.2 | 1.4 | -0.4 | 3.0 | i | 1.8 | 7.3 | -1.2 | -0.5
Cc1ccc([C@@H]2CC=C(C(=O)O)[C@H](c3ccc(Cl)cc3)N2S(=O)(=O)c2ccc(C)cc2)cc1 | -5.0 | 12.4 | 2.9 | 0.5 | -4.0 | i | 1.0 | -11.9 | 15.0 | 5.9
CCOCCCNC(=O)C1CCC(CNS(=O)(=O)c2ccc(F)cc2)CC1 (stereo not given) | -1.2 | 2.8 | -4.5 | -0.7 | 6.2 | i | -1.7 | -2.4 | 0.5 | 0.9
O=C(Cc1ccccc1)NCC(=O)OCC(=O)c1ccc([N+](=O)[O-])cc1 | 2.2 | -8.0 | -1.4 | -1.8 | -13.5 | i | 0.1 | -6.2 | -4.3 | -27.1
C/C=C(\C)CN1CCC(n2nccc2NC(=O)CCOc2ccccc2)CC1 | -1.8 | -0.1 | 0.0 | -0.9 | -23.4 | i | -1.5 | -9.2 | -7.0 | 4.9
Cc1cc(C2=NNC(=NC3CC3)SC2)c(C)n1Cc1ccco1 | -3.2 | -21.4 | 4.4 | 1.2 | -2.5 | i | 4.3 | 5.2 | 26.1 | 3.6
CCc1ccc(NC(=O)CSc2ccc(-c3sc(C)nc3C)nn2)cc1 | 2.6 | -2.4 | -1.8 | -1.3 | -9.1 | i | -0.9 | -3.4 | -5.1 | -6.2
O=C1S/C(=C\c2ccc(O)c([N+](=O)[O-])c2)C(=O)N1c1ccccc1Cl | 8.8 | -5.3 | -7.7 | -10.2 | -0.9 | i | 5.8 | -6.1 | -3.3 | -15.4
Cc1ccc(C(=O)N(Cc2nc(-c3ccc(C)cc3)no2)C(C)C)cc1 | 1.4 | -2.4 | -15.5 | 1.3 | 14.6 | i | 1.0 | -2.5 | -2.8 | 2.8
C=C1N(c2ccccc2)C(=O)OC1(C)C | -5.8 | -0.2 | -2.5 | -2.1 | 3.1 | i | -4.5 | 5.4 | -7.4 | 0.2
Cc1ccc(S(=O)(=O)c2ccc(Cl)cc2)cc1S(=O)(=O)N(C)CC(=O)O | -0.8 | 0.0 | -7.3 | -0.4 | 5.0 | i | -2.8 | 8.7 | 2.7 | 0.5
COC(=O)c1ccc(Cn2c(C)c(C(=O)NCc3cccs3)sc2=O)o1 | 1.5 | 7.3 | / | -1.6 | 2.8 | i | 3.0 | 4.8 | -4.7 | 0.3
NC(c1csc(Nc2ccc(C(=O)c3ccccc3)cc2)n1)C1CCCCC1 (stereo not given) | -9.7 | 3.1 | / | 2.0 | -5.5 | i | -2.5 | -1.8 | 10.7 | -70.9
NC(=O)c1ncc(C(F)(F)F)cc1Oc1cccc(F)c1 | 3.3 | 0.5 | 7.2 | -2.1 | 5.4 | i | -4.6 | -13.4 | -1.5 | -4.2
O=C(CN1C(=O)NC2(CCCC2)C1=O)NCCc1ccc(Cl)cc1Cl | 2.5 | 4.8 | -2.4 | -2.9 | 6.2 | i | -0.1 | 8.2 | 0.4 | 2.6
Cc1ccc(C(=O)Nc2ccccc2C(=O)N2CCCC2)cc1[N+](=O)[O-] | -2.6 | 2.0 | 3.7 | 0.2 | 3.3 | i | 0.5 | -4.0 | 0.4 | -2.3
Nc1c2c(nc3ccccc13)N(C1CCCCC1)CC2 | 6.1 | -0.8 | -7.6 | 14.2 | 8.8 | i | 1.4 | -10.7 | 1.6 | -9.6
COc1ccc(NC(=O)CCC(=O)Nc2nnc(C3CCCCC3)s2)c(OC)c1 | 0.2 | 2.0 | -0.3 | -0.8 | -7.9 | i | 3.2 | 10.0 | -2.0 | -5.5
CCCS(=O)(=O)NC(=O)C1(C)CCN(C(=O)c2ccc(OC)cc2)C1 (stereo not given) | -2.4 | 2.2 | / | 2.7 | 13.6 | i | -2.6 | -7.3 | -3.3 | 1.3
Cc1nc(SCN2C(=O)c3ccccc3C2=O)n[nH]1 | 0.0 | -2.6 | -7.8 | -1.2 | 4.4 | i | 0.2 | -7.7 | -1.7 | -3.8
CC(=O)OC1CC(C)(C)N(OC(=O)c2ccccc2)C(C)(C)C1 | -7.9 | 2.0 | -3.6 | -0.6 | -8.8 | i | -0.8 | 11.6 | 0.6 | -0.9
Cc1ccc(SCc2nc3ccccc3[nH]2)cc1 | -4.5 | -0.5 | -5.6 | 0.1 | 4.2 | i | -4.1 | -0.7 | -1.9 | -1.2
COC(=O)[C@@]1(Sc2ccc(OC)cc2)CC(=O)N[C@@H]1c1ccccc1 | 1.8 | / | / | -0.5 | 15.6 | / | / | 1.1 | -3.1 | 0.2

Rows were taken by chance; any-hit rate near 3.9%.
